# Screening results deposited in PubChem BioAssay by several laboratories.
# TR-FRET SRC-2 ct – flags TR-FRET format artefacts in PPARgamma SRC-2 recruitment agonist screen | TR-FRET artefact counter-screen; hits give high values | TR-FRET ratio at 8 µM | hit rate 0.4% among 200,000 | AID 1049; in the data active means TR-FRET ratio above about 2000; further: inactives centre near 1500
# bIAP inh – blocks bovine intestinal alkaline phosphatase activity; purified bovine IAP, CDP-star luminescence, 30 min; 190,000 tested, under 10 active; AID 1019; inhibition, % at 20 µM;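 active means over 50% inhibition of intestinal alkaline phosphatase at 20 µM in the single-dose screen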
#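 test system = bovine IAP enzyme | medium = DEA buffer 100 mM, pH 9.8, with MgCl2 1.0 mM, ZnCl2 0.02 mM | detection = luminescence | dosing = single compound dose of 20 µM, 2% DMSO final | incubation = 30 min reaction at room temperature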
# S1P3 antag – antagonists of human S1P3 receptor; CHO S1P3 NFAT-BLA reporter, FRET fluorescence, antagonist mode; inhibition, % at 4.98 µM; hit rate 0.27% among 170,000; AID 485; Q99500;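 active means inhibition above the plate cutoff, the mean inhibition of test wells on that plate plus 3 SD, cut at about 28% in these data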;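 further: cells challenged with S1P at its EC80 of 0.8 µM; blue over green emission ratio from cleaved BLA substrate after 4 h stimulation; 0% = S1P-stimulated wells and 100% = unstimulated DMSO-only wells; some compounds past the cut are filed as inactive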
# PPARg SRC-3 ag – agonists of human PPARgamma SRC-3 coactivator recruitment; biochemical PPARgamma/SRC-3 coactivator recruitment assay; hit rate 0.26% among 200,000; activation, % at 8 µM; P37231; in the data active means activation above about 23%;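 further: 0% = DMSO and 100% = reference agonist; some compounds past the cut are filed as inactive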
# Target sequence (P37231 whole entry, looked up): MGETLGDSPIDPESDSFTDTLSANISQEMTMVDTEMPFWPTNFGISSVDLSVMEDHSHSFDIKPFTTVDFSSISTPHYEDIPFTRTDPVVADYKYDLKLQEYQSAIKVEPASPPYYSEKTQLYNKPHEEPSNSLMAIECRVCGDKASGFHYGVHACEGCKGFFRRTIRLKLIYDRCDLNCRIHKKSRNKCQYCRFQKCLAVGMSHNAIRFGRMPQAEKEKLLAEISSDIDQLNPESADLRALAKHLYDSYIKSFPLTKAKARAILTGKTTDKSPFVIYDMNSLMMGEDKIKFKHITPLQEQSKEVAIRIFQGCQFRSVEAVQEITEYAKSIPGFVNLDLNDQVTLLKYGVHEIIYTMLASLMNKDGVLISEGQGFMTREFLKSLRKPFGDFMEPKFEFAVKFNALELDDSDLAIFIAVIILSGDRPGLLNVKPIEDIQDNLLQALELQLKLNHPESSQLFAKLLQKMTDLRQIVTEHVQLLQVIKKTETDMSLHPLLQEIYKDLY
# PPARg SRC-2 ag – agonists of SRC-2 recruitment by human PPARgamma; PPARgamma LBD-SRC-2 recruitment, biochemical; activation, % at 8 µM; hit rate 0.34% among 200,000; AID 1032; in the data active means activation above about 22%;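 further: 0% = vehicle and 100% = reference agonist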
# ROMK mod – modulators of human ROMK potassium channel. P48048. Tet-inducible ROMK, thallium flux fluorescence; actives lie on both sides. B-score at 10 µM. hit rate 2% among 130,000;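 active means signal ratio slope over the read window, or its plate-corrected B-score, at least 3 SD from the plate mean, either direction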;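 further: B-score of the F/F0 ratio slope over 7 to 12 s after thallium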
# Target sequence (P48048 whole entry, looked up): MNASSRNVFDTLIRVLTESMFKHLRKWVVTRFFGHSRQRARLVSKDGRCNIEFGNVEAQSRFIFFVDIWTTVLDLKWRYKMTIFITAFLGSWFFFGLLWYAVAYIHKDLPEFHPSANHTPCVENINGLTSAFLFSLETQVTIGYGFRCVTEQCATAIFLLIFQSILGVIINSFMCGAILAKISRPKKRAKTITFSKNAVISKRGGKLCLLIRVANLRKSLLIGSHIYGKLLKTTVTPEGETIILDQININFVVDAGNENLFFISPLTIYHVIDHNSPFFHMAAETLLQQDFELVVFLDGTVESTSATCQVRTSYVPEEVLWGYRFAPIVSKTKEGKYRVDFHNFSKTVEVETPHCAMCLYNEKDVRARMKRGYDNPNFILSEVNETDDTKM
# bIAP act – increases bovine intestinal alkaline phosphatase activity; purified bovine IAP, CDP-star luminescence, 30 min; hits give high values; fold of DMSO-control signal, blank-subtracted; hit rate 0.17% among 200,000; AID 1016; activation factor at 20 µM;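 active means activation factor of 2 or more at 20 µM, a signal rise over negative controls twice the positive control's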
# Lmaj promast – inhibitors of Leishmania major promastigote growth. inhibition, % at 10 µM. Leishmania major promastigotes, resazurin fluorescence viability. hit rate 9% among 200,000; in the data active means inhibition above about 50%;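 further: promastigotes grown with compound for 44 hours at 28 °C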
# TLR4 MyD88 comp – inhibitors of human TLR4-MyD88 binding; HeLa CL3-4 TLR4/MyD88 BLA complementation, FRET ratio; inhibition, % at 8.4 µM; hit rate 0.18% among 200,000; in the data active means inhibition above about 25%;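 further: 0% = vehicle and 100% = reference inhibitor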
# DTT redox prof – compounds producing H2O2 with reducing agent – biochemical, NIH compound library profiling, artefact control for MLSCN library redox annotation, primary screen; hit rate 0.03% among 200,000; DTT-dependent redox cycling H2O2, phenol red/HRP absorbance; 100% = 100 µM peroxide control, 0% = buffer; activation, % at 10 µM; AID 878;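 active means activation of at least 50% relative to the plate's high and low controls in the primary single-dose screen; inactive means activation below 50%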;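 further: compound incubated with DTT at 0.8 mM final as the reducing agent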
# PPARg SRC-1 ag – PPARgamma-driven SRC-1 recruitment agonism; P37231; PPARgamma-SRC-1 coactivator recruitment biochemical assay; activation, % at 8 µM; hit rate 0.41% among 200,000; AID 631; in the data active means activation above about 19%;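 further: 0% = DMSO and 100% = reference agonist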
# Active calls of the source: *; x = not tested or not shown.
# Value order: TR-FRET SRC-2 ct	bIAP inh	S1P3 antag	PPARg SRC-3 ag	PPARg SRC-2 ag	ROMK mod	bIAP act	Lmaj promast	TLR4 MyD88 comp	DTT redox prof	PPARg SRC-1 ag
CC(C)c1ccc(NC(=S)NCc2cccs2)cc1
  1403	38	x	3	4	-1.5	0.6	5	7	0.0	1
CCOC(=O)c1cnc2nc[nH]n2c1=O
  1527	-16	-10	-2	2	0.28	1.2	8	-12	0.6	-4
C=CCN1C(=O)CN=C1Nc1ccc(OC)cc1OC
  1447	6	-36	-7	-2	0.73	0.9	-5	-5	3.2	5
CCCNC(=O)c1c(O)c2c([nH]c1=O)CCCC2
  1569	-10	-5	-5	-10	0.1	1.1	-5	-1	-0.2	2
CC(C)c1ccc(S(=O)(=O)c2cc3cc(Br)ccc3oc2=O)cc1
  1284	0	-22	1	5	x	1	-6	2	1.6	-6
COC(=O)c1cccc(NC(=O)NC23CC4CC(CC(C4)C2)C3)c1
  1500	2	x	2	6	0.028	1	2	-7	0.7	4
S=C(NCc1ccco1)N/N=C/c1ccccc1Cl
  1417	17	-9	-1	-5	-0.027	0.8	-8	2	-0.1	-4
Cn1cc(/C=N/NC(=O)COc2ccccc2[N+](=O)[O-])c2ccccc21
  1653	-14	24	8	-2	x	1.1	9	-15	0.8	-1
O=C(NN1CCOCC1)c1cc(-c2cccc(Cl)c2)nc2ccccc12
  1465	-2	x	-1	6	0.76	1	-3	7	-5.1	0
CCOc1ccc(C(=S)NC2CCCCC2)cc1OC
  1656	6	x	8	11	0.005	0.9	-4	-11	-1.4	0

# Exported as comma-separated lines: 2 of the compounds above
Structure,TR-FRET SRC-2 ct,bIAP inh,S1P3 antag,PPARg SRC-3 ag,PPARg SRC-2 ag,ROMK mod,bIAP act,Lmaj promast,TLR4 MyD88 comp,DTT redox prof,PPARg SRC-1 ag
Cn1cc(/C=N/NC(=O)COc2ccccc2[N+](=O)[O-])c2ccccc21,1653,-14,24,8,-2,x,1.1,9,-15,0.8,-1
O=C(NN1CCOCC1)c1cc(-c2cccc(Cl)c2)nc2ccccc12,1465,-2,x,-1,6,0.76,1,-3,7,-5.1,0

# Following part:
# Value order: TR-FRET SRC-2 ct	bIAP inh	S1P3 antag	PPARg SRC-3 ag	PPARg SRC-2 ag	ROMK mod	bIAP act	Lmaj promast	TLR4 MyD88 comp	DTT redox prof	PPARg SRC-1 ag
Cc1ccc(CN=c2c([N+](=O)[O-])nn(-c3ccc4c(c3)OCCO4)n2O)cc1
  1525	11	4	2	3	-0.0035	0.9	98*	-27	-0.1	1
CC1(C)CC(=O)N(CC(=O)NC2CCCC2)c2ccccc2S1(=O)=O
  1473	7	1	-3	0	x	0.9	-8	0	-0.2	4
COc1ccc(Br)cc1S(=O)(=O)NCCCN1CCOCC1
  1588	-4	-2	0	-2	0.41	1	-4	-13	-0.5	-5
Cc1ccc(/C=N/c2sc3c(c2C(N)=O)CCCC3)o1
  1706	8	-18	8	13	-0.11	0.9	7	3	4.9	6
C/C(=N\NC(=O)c1ccc(CSc2nncn2C)cc1)c1ccc(Cl)cc1
  1635	11	1	1	2	0.77	0.9	-2	-9	-0.7	1
CN(C)/N=C/c1cc(Cl)cc([N+](=O)[O-])c1O
  1523	-2	3	-3	2	0.48	1	11	-9	0.0	-3
COc1ccc(-n2c(=O)c3ccccc3n(CC(=O)NCc3ccco3)c2=O)cc1
  1306	-10	-7	-1	-4	-0.77	1.1	-4	4	-0.8	0
CCOP(=O)(OCC)C(Nc1ccccn1)c1ccccc1 (stereo not drawn)
  1446	1	5	-5	-5	x	1	-1	-10	-0.4	4
c1ccc(-c2nc(N3CCOCC3)c3ccccc3n2)nc1
  1391	-30	17	-13	-4	x	1.3	99*	-1	-0.8	-5
COc1ccc(CN(C(=O)Cc2cccs2)C(C(=O)NC2CCCC2)c2ccncc2)cc1 (stereo not drawn)
  1544	-8	x	8	1	x	1.1	57*	-6	-3.0	-6
CCOc1ccc(CNC(=O)c2ccc(Sc3ccc(C)cc3)c(NC(C)=O)c2)cc1OC
  1375	-63	11	1	1	x	1.6	1	-2	0.1	-2
CCCn1cc(SCC(=O)NCc2ccc3c(c2)OCO3)c2ccccc21
  1600	28	x	10	4	x	0.7	-1	-7	0.3	8
Cc1cc(C(=O)CSc2nc(N)cc(=O)[nH]2)c(C)n1-c1ccc(OC(F)F)cc1
  1607	4	-6	1	3	-0.083	1	98*	1	-1.9	0
Cc1nc2c(=O)oc3ccccc3c2n1-c1ccccc1
  1494	10	-12	-1	-2	0.069	0.9	-1	-14	-0.2	4
CCCCC1(C)Nc2ccccc2-c2nc3ccccc3n21 (stereo not drawn)
  1586	-1	x	9	2	x	1	74*	-3	-2.7	7
Cc1nn2c(c1-c1ccccc1)NC1=C(C(=O)CCC1)C2c1ccccc1 (stereo not drawn)
  1580	-13	x	11	-8	x	1.1	-1	6	2.3	12
Cc1cccc(C(=O)NC(=S)Nc2ccc(S(=O)(=O)N3CCCCC3)cc2)c1
  1499	32	x	6	7	-0.49	0.7	100*	7	0.0	2
CCO[C@H]1OC(C(=O)N2CCOCC2)=C[C@@H](C)[C@@H]1CCCO
  1446	0	-39	1	4	x	1	-5	-4	0.1	7
COc1ccc(C2CC(c3ccccc3)=NN2C(=O)COC(=O)CNC(=O)c2ccccc2)cc1 (stereo not drawn)
  1595	3	7	0	13	0.26	1	2	-7	-0.4	3
O=C(Nc1cccc(C(=O)N2CCCC2)c1)c1ccccc1
  1564	1	4	-5	6	-0.86	1	11	-1	2.4	3
O=C(NCc1ccco1)C(=O)NCC1OCCCN1S(=O)(=O)c1ccc(F)cc1 (stereo not drawn)
  1503	-4	-7	0	-4	x	1	3	1	4.2	7
O=Nc1c(-c2ccccc2)cc2ccccn12
  1700	16	-3	6	13	0.033	0.8	7	-4	-0.2	15
O=C(O)CCc1ccc(-c2cccs2)n1NC(=O)c1ccc(Cl)cc1Cl
  1544	-12	x	19	9	-0.16	1.1	-6	10	-0.6	7
CC(CNc1ccc([N+](=O)[O-])cc1)NC(=O)c1ccccc1Br (stereo not drawn)
  1447	x	x	-8	-5	x	0.5	-1	5	-0.2	2
CC1=CC(C)(C)N2C(=O)C3(C(C#N)=C(N)Oc4cc(O)ccc43)c3cccc1c32 (stereo not drawn)
  1710	5	3	1	12	x	1	56*	-4	4.4	12
COc1ccc(CNC(=O)CN(CCC(C)C)S(=O)(=O)c2ccc3c(c2)OCCO3)cc1
  1352	2	-1	1	-5	-0.49	1	80*	-16	-0.1	4
CCCCCC(=O)NNC(=O)c1ccc(-c2ccccc2)cc1
  1427	5	x	-11	-8	x	1	-3	-8	1.5	-4
COCc1nnc(NC(=O)c2ccccc2Oc2ccccc2)s1
  1605	8	-4	3	12	-0.76	0.9	-3	0	-0.6	7
CC(NC(=O)COC(=O)CCc1ccccc1)c1ccccc1 (stereo not drawn)
  1643	0	0	1	-2	0.95	1	42	9	0.1	-4
Cc1ccc2c(c1)nnn2C1CCN(CC(=O)NCc2ccccc2F)CC1
  1531	-20	-6	-6	2	-2.1	1.2	20	5	-1.8	0

# Next part; it opens with the two that closed the last part.
# Value order: TR-FRET SRC-2 ct	bIAP inh	S1P3 antag	PPARg SRC-3 ag	PPARg SRC-2 ag	ROMK mod	bIAP act	Lmaj promast	TLR4 MyD88 comp	DTT redox prof	PPARg SRC-1 ag
CC(NC(=O)COC(=O)CCc1ccccc1)c1ccccc1 (stereo not drawn)
  1643	0	0	1	-2	0.95	1	42	9	0.1	-4
Cc1ccc2c(c1)nnn2C1CCN(CC(=O)NCc2ccccc2F)CC1
  1531	-20	-6	-6	2	-2.1	1.2	20	5	-1.8	0
O=C(O)/C=C/c1ccc(OCc2cccc(F)c2)cc1
  1469	6	-7	0	0	-0.66	0.9	-5	5	-1.0	4
O=C(O)c1ccc(NS(=O)(=O)c2ccc(Cl)c(Cl)c2)cc1O
  1472	6	-3	8	4	x	0.9	-8	-10	-0.7	11
CN1CCC(=NNC(=O)CSc2ccc(Cl)cc2)CC1
  1803	4	2	1	-3	-0.14	1	-1	8	-0.7	8
C=CCn1c(C)c(C(C)=O)c(N2CCN(C(c3ccccc3)c3ccccc3)CC2)nc1=S
  1808	7	1	7	10	-0.039	0.9	18	-12	-0.8	13
c1ccc(C2Nc3ccccc3-c3nc4ccccc4n32)cc1 (stereo not drawn)
  1595	20	x	-4	11	-0.96	0.8	69*	-1	0.2	6
CCOC(=O)c1sc(NC(=O)CSc2nncs2)c(C(=O)OCC)c1C
  1650	-2	8	2	3	x	1	1	-6	-1.8	2
Cc1nn(-c2ccccc2)c2c1P(=O)(O)/C(=C1\N(C)c3ccccc3C1(C)C)C=N2
  1367	8	-12	-6	6	-0.83	0.9	-11	17	0.6	7
C=CCNC(=S)NNC(=O)CSc1nc2ccccc2s1
  1644	x	-11	1	-5	0.071	0.4	-10	-15	2.0	5
CCC(C)c1ccccc1NC(=O)CN1CCN(C/C=C/c2ccccc2)CC1 (stereo not drawn)
  1614	0	-2	-3	4	x	1	96*	-1	0.2	2
COC(=O)CSc1cc(C(=O)c2nccn2C)c2ccccc2n1
  1462	1	-4	0	0	x	1	-2	-2	2.1	0

# An excerpt of these results, as comma-separated lines:
mol,TR-FRET SRC-2 ct,bIAP inh,S1P3 antag,PPARg SRC-3 ag,PPARg SRC-2 ag,ROMK mod,bIAP act,Lmaj promast,TLR4 MyD88 comp,DTT redox prof,PPARg SRC-1 ag
O=C(O)/C=C/c1ccc(OCc2cccc(F)c2)cc1,1469,6,-7,0,0,-0.66,0.9,-5,5,-1.0,4
c1ccc(C2Nc3ccccc3-c3nc4ccccc4n32)cc1 (stereo not drawn),1595,20,x,-4,11,-0.96,0.8,69*,-1,0.2,6
COC(=O)CSc1cc(C(=O)c2nccn2C)c2ccccc2n1,1462,1,-4,0,0,x,1,-2,-2,2.1,0
Cc1nn(-c2ccccc2)c2c1P(=O)(O)/C(=C1\N(C)c3ccccc3C1(C)C)C=N2,1367,8,-12,-6,6,-0.83,0.9,-11,17,0.6,7

# (more compounds)
# Value order: TR-FRET SRC-2 ct	bIAP inh	S1P3 antag	PPARg SRC-3 ag	PPARg SRC-2 ag	ROMK mod	bIAP act	Lmaj promast	TLR4 MyD88 comp	DTT redox prof	PPARg SRC-1 ag
COCCn1c(SCC#N)nnc1-c1ccccc1
  1580	5	-24	-4	2	x	0.9	-8	0	-0.4	6
CCOC(=O)c1c(NC(=O)COC(=O)c2nc(Cl)ccc2Cl)sc2c1CCC2
  1692	12	-2	-2	9	-0.65	0.9	-4	-10	-0.1	-3
Cc1ccc2nc3nc(NCC4CCCO4)c(C(=O)NC4CCCC4)cc3c(=O)n2c1 (stereo not drawn)
  1606	-64	-5	0	0	x	1.6	35	-8	1.1	-5
CCN(CC)Cc1c(O)c(Cl)cc2c3c(c(=O)oc12)CCCC3
  1792	-8	x	9	6	x	1.1	-3	-7	1.7	2
Cc1ccc(N(CC(=O)NCCSCc2ccco2)S(C)(=O)=O)cc1
  1500	-1	x	5	5	x	1	-2	-6	2.0	6
CCOc1cc(-c2nc(-c3ccccc3OC)no2)cc(OCC)c1OCC
  1385	2	-33	-2	0	x	1	-1	2	1.4	2
COc1ccc(S(=O)(=O)N2CCOCC2)cc1Br
  1502	1	-34	6	0	-2	1	1	6	-1.2	9
CCN(CC)CCNC(=O)c1nn(-c2ccc(C)cc2)c(=O)c2c1c1ccccc1n2C
  1419	1	-4	4	5	x	1	5	5	-2.7	3
